High-throughput results (PubChem)
IDE inh: inhibitors of human insulin-degrading enzyme in cells; P14735; 320,000 tested, 0.41% active; AID 434962; inhibition, % at 5.59 µM; HEK cells, FAbetaB cleavage, fluorescence polarization;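 active means percent inhibition above the average of all tested compounds plus 3 SD, set per screening campaign, cut at about 16% in these data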;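 further: IDE supplied by intact live HEK cells; FP after avidin binding of uncleaved biotin substrate so inhibition keeps polarization high; 0% = DMSO wells and 100% = 60 µM reference IDE inhibitor Ii1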
Target sequence (P14735 whole entry, looked up): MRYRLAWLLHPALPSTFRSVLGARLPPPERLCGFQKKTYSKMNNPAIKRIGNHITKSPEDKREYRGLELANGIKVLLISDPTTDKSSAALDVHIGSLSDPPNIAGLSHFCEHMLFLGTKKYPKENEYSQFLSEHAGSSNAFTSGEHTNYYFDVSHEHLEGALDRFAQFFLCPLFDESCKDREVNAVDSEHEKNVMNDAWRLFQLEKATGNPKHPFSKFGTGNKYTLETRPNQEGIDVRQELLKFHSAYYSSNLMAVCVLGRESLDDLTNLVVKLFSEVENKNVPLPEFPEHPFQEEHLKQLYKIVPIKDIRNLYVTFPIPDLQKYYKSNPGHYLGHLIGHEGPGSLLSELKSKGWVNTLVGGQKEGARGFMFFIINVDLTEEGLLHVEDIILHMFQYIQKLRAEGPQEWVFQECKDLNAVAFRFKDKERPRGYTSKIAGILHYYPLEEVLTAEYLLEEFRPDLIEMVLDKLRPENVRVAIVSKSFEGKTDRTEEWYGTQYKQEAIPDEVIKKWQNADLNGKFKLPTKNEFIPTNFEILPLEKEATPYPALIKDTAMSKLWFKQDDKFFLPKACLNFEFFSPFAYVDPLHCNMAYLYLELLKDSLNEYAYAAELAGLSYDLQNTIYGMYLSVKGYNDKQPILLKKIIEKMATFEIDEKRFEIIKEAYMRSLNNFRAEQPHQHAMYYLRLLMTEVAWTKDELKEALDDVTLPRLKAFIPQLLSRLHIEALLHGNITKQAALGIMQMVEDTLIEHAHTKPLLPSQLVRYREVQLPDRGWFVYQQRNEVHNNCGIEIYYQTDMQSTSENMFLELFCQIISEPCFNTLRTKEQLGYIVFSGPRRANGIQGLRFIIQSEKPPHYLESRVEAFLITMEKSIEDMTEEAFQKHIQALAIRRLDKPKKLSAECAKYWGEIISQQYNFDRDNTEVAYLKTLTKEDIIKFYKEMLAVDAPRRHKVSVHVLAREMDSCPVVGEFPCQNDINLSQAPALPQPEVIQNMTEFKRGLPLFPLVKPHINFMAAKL
HCV NS3 hel inh: inhibitors of Hepatitis C virus NS3 helicase; NS3 helicase DNA unwinding, Cy5 molecular beacon fluorescence; inhibition, % at 10.9 µM; 290,000 tested, 0.56% active;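 active means inhibition above the mean of all tested compounds plus 3 SD, set per campaign, cut at about 35% in these data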;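 further: 0% = DMSO wells and 100% = thioflavine S control wells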
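Measured by: Cy5 fluorescence, 0 and 60 min reads / Assay system: NS3 helicase fragment of HCV / Control set: low DMSO, high thioflavine S at 110 µM / Times: 1 h reaction at 25 °C, ATP-initiated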
UBC9 SUMO inh: inhibitors of human SUMOylation (UBC9); 290,000 tested, 0.36% active; AID 2006; inhibition, % at 35 µM; HTRF SUMOylation assay, SAE1/SAE2 + UBC9, in vitro; in the data active means inhibition above about 50%, passing the limit was not always enough; further: strong numbers were not always called active
p-CIP stab down: p/CIP protein destabilization; Q05BA5; F442A p/CIP-EGFP cells, EGFP fluorescence, 16 h; decrease of EGFP signal, % at 10 µM; 290,000 tested, 0.01% active;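 active means EGFP signal decrease of at least 30% at 10 µM or well 3 SD below plate mean, unless failing retest; inactive means the rest, including hits failing retest or dose response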; further: some compounds called inactive have numbers as strong as hits; many of its hits are not listed in these tables
M18AAP inhibitor: PfM18AAP enzyme inhibition | inhibition, % at 7.35 µM | AID 1822 | recombinant PfM18AAP, H-Glu-NHMec fluorogenic cleavage | 290,000 tested, 1.2% active;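 active means inhibition above the campaign mean inhibition over all tested compounds plus 3 SD, cut at about 28% in these data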;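 further: 0% = plate median of test compound wells and 100% = 2 mM ZnCl2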
VIM-2 inhibitor: blocks Pseudomonas aeruginosa VIM-2 metallo-beta-lactamase. purified VIM-2, nitrocefin hydrolysis, epi-absorbance fluorescence. inhibition, % at 5.6 µM. 290,000 tested, 0.89% active. AID 1527;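 active means inhibition above the mean of all tested compounds plus 3 SD, cutoff set per screening run, cut at about 7.5% in these data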;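 further: red hydrolysis product quenches plate fluorescence so inhibitors raise well fluorescence; 0% = enzyme with DMSO and 100% = DMSO without enzyme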
DNA FID counter: counter-screen for HCV NS3 helicase inhibitors: DNA intercalator displacement; 290,000 tested, 0.17% active; inhibition, % at 7.9 µM; DNA fluorescent intercalator displacement, fluorescence; in the data active means inhibition above about 37%;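 further: 0% = vehicle and 100% = reference compound; higher means more ethidium bromide displaced from hairpin DNA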
IMP-1 inh: inhibitors of Pseudomonas aeruginosa IMP-1 metallo-beta-lactamase; inhibition, % at 5.6 µM; 290,000 tested, 0.45% active; purified IMP-1, nitrocefin hydrolysis, epi-absorbance fluorescence;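 active means inhibition above the mean plus 3 SD of all compounds in the same screening run, cut at about 4.5% in these data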;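 further: 0% = IMP-1 with DMSO and 100% = DMSO wells lacking enzyme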
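System: Purified IMP-1 | Read-out basis: Percent enzyme inhibition | Controls: IMP-1 with DMSO as 0%, enzyme-free DMSO as 100% | Replicates: One well per compound | Doses: 5.6 µM nominal single concentration | Detection: Epi-absorbance fluorescence, 480 nm excitation, 530 nm emission | Incubation: 25 °C, 15 min preincubation, 25 min reaction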
IDE cell activ: boosts human insulin-degrading enzyme activity in HEK cells | FAbeta-B cleavage, fluorescence polarization; 0% vehicle, 100% cell-free pure enzyme wells | 340,000 tested, 0.073% active | P14735 | activation, % at 5.96 µM;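 active means activation above the mean of all tested compounds plus 3 SD, set per screening campaign, cut at about 17% in these data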
* hit, by the source's call; nt = not tested or not shown.

Every second line gives: IDE inh	HCV NS3 hel inh	UBC9 SUMO inh	p-CIP stab down	M18AAP inhibitor	VIM-2 inhibitor	DNA FID counter	IMP-1 inh	IDE cell activ
O=C(Nc1nnc(C23CC4CC(CC(C4)C2)C3)s1)c1ccc(N2C(=O)CCC2=O)cc1
    4	1	12	-16	-1	-1.4	-4	-3.5	-1
Cc1ccc(-c2cc(C(=O)N/N=C/C=C/c3ccccc3)n[nH]2)o1
    7	-9	3	-21	8	-4.1	-4	-4.7	1
Cc1ccc(NC(=O)CN2C(=O)N/C(=C/c3cc(C)n(-c4ccc(C(=O)O)cc4)c3C)C2=O)cc1
    nt	7	5	7	9	-3.0	-22	0.1	-3
O=C1/C(=C/c2ccc(F)c(F)c2)CSc2sccc21
    -1	1	2	-4	3	-1.3	-2	-1.3	-1
CCN1CCN(C(=O)NC(c2ccc(C)c(F)c2)C(Cl)Cl)CC1 (configuration not stated)
    6	-2	15	17	2	-2.3	3	-3.1	5
CC1N(C(=O)N(C)C)CCN1S(=O)(=O)c1ccccc1 (configuration not stated)
    -3	-1	13	-12	-2	0.8	-3	-4.4	-1
[O-]/C(=C(\C(=S)Nc1ccccc1F)[n+]1ccccc1)c1ccc(-c2ccccc2)cc1
    -1	-4	14	-2	11	-3.5	-5	-3.8	2
Cc1cc(C)cc(N=C(NO)c2cccc([N+](=O)[O-])c2)c1
    7	-4	21	-12	1	-0.3	-10	-1.4	-2
NCC(=O)NNC(=O)OCC1c2ccccc2-c2ccccc21
    -2	-15	9	-1	0	-4.1	8	-2.3	1
CCN(CC)c1ccc(C(=O)OCC(=O)c2ccco2)cc1
    1	-2	-1	0	4	-2.9	4	-4.6	3
CNc1cc(CSC)nc(SCc2ccc(Cl)cc2Cl)n1
    2	-9	-32	9	-3	-3.0	-7	-0.9	5
CCSc1nc2sc3c(c2c2[n+]1CC(CBr)O2)CCCC3 (configuration not stated)
    -4	7	-1	-9	7	-1.7	-9	-5.5	nt
CC(C)CC(=O)N1CCN(Cc2cccc(Cl)c2)CC1
    0	9	5	-6	1	-1.9	-4	-1.2	-1
COc1ccc(N(C(=O)c2cnccn2)C(C(=O)NC2CCCCC2)c2cc(OC)c(OC)c(OC)c2)cc1 (configuration not stated)
    2	-9	13	2	-8	-0.8	-38	-1.4	3
CCn1c(=O)c2cc(C(=O)N3CCN(C(=O)c4ccco4)CC3)sc2c2ccccc21
    nt	-4	15	0	3	7.1	-32	-0.8	nt
Cc1[nH]nc2c1C1(CCN(C(=O)OCc3ccccc3)CC1)C(C#N)=C(N)O2
    2	0	1	-26	12	0.1	-5	-3.9	-1
Cc1ccc(OCC(=O)NC2CCCc3ccccc32)c(C)c1 (configuration not stated)
    -3	7	-13	0	-4	0.4	-25	1.2	1
CC(=O)c1ccc(NC(=O)/C(=C\c2ccco2)NC(=O)c2ccco2)cc1
    -7	18	21	-8	7	-2.4	-7	-0.6	-2
OCC1(Cc2cccc(F)c2)CCN(Cc2cccc3nccnc23)CC1
    -2	-11	11	0	-2	-2.9	2	-2.6	-3
O=C(CN1CCN(Cc2ccccc2F)C1=O)NC1CCCC1
    2	4	10	-8	4	-3.1	-6	-2.2	-1
Cn1c(CSc2ncccn2)nnc1SCC(=O)N1CCCc2ccccc21
    0	-14	12	-11	-5	0.1	-7	-0.6	-5
CCCCNC(=O)COC(=O)c1ccccc1F
    -3	1	24	-3	-7	-2.1	1	-2.1	6
COc1ccc2nc(SCC(=O)Nc3cc(C)on3)[nH]c2c1
    -2	-2	12	1	2	-3.9	-1	-2.3	-6
Cn1nnnc1SCC(=O)Nc1ccc(S(=O)(=O)N2CCOCC2)cc1
    -2	4	11	-9	-1	-5.4	-3	-3.6	2
CCn1c(C)nc2cc(C(=O)NNS(=O)(=O)c3ccccc3F)ccc21
    4	-10	21	8	9	-2.3	-2	-1.5	7
COC(=O)c1ccc(COC(=O)C(CCSC)NC(=O)COc2ccccc2)cc1 (configuration not stated)
    -8	-9	-5	0	-9	1.6	-34	-0.2	5
COc1ccc2c(c1OC)C(=O)OC2Nc1nc(-c2cc3cc(Br)ccc3oc2=O)cs1 (configuration not stated)
    9	5	11	5	6	-1.5	-4	0.6	-3
NC(=O)COc1ccc(NC(=O)OCc2ccccc2)cc1
    2	-9	-2	9	-8	0.8	-1	2.0	10
CCN(CC)CCCNc1nc2cc(OC)c(OC)cc2c2nc(-c3ccccc3)nn12
    2	-13	33	-4	-9	4.2	50*	-4.1	1
Cc1ccc(C)c(-n2c(SCC(=O)N3CCC(C(=O)O)CC3)nnc2-c2cccc(Cl)c2)c1
    9	22	-9	8	-13	-1.0	-46	-0.9	-28

Quoted at random: 2 entries already listed.
Every second line gives: IDE inh	HCV NS3 hel inh	UBC9 SUMO inh	p-CIP stab down	M18AAP inhibitor	VIM-2 inhibitor	DNA FID counter	IMP-1 inh	IDE cell activ
Cc1ccc(OCC(=O)NC2CCCc3ccccc32)c(C)c1 (configuration not stated)
    -3	7	-13	0	-4	0.4	-25	1.2	1
Cc1ccc(C)c(-n2c(SCC(=O)N3CCC(C(=O)O)CC3)nnc2-c2cccc(Cl)c2)c1
    9	22	-9	8	-13	-1.0	-46	-0.9	-28

(further entries)
Every second line gives: IDE inh	HCV NS3 hel inh	UBC9 SUMO inh	p-CIP stab down	M18AAP inhibitor	VIM-2 inhibitor	DNA FID counter	IMP-1 inh	IDE cell activ
NS(=O)(=O)c1ccc(NC(=O)c2ccc(CSc3ccccc3)o2)cc1
    -2	9	18	-5	-6	0.0	-15	-1.7	-2
CCOc1ccc2c(c1)nc(SCC(=O)c1ccc(Br)s1)n2C
    2	-9	-29	-9	1	-0.4	-3	-1.9	-3
CCOC(=O)N1CCN(S(=O)(=O)c2c[nH]c(C(=O)OC)c2)CC1
    6	12	10	-13	9	-1.4	-13	-0.8	4
CC1(C)CC(=O)C(C=NCCN2CCN(C3CC(=O)N(c4ccc(Cl)c(Cl)c4)C3=O)CC2)=C(O)C1 (configuration not stated)
    -5	6	6	-20	4	-2.6	-48	-2.4	-1
Cc1cc(C(=O)O)ccc1N=Cc1c(O)ccc2ccccc12
    4	15	13	19	1	-0.7	0	-1.7	2
Cc1ccccc1N1C(=O)C2ON(c3ccccc3)C(c3ccncc3)C2C1=O (configuration not stated)
    -1	-4	18	-1	-1	-5.2	-16	-3.2	1
CCOC(=O)c1c(-c2ccccc2)oc2ccc(OCC(=O)NNC(=O)CCC(=O)O)cc12
    nt	41*	34	-3	-5	-1.6	-48	-5.6	1
COc1ccccc1N(CC(=O)NCc1ccco1)S(C)(=O)=O
    1	-9	13	-1	-5	-1.6	-7	-5.3	0
COc1cc2c(cc1OC)C(C)N(C(=O)c1cc3n(n1)C(C(F)(F)F)CC(c1ccco1)N3)CC2 (configuration not stated)
    7	-7	-4	-6	15	-1.8	-48	-3.2	-1
COc1ccc(N2CCN(C(=S)Nc3ccc(OC)cc3OC)CC2)cc1
    -3	6	4	-7	1	-2.4	-10	-1.8	-5
O=C(Nc1ccccc1F)c1cc(C(=O)Nc2ccccc2F)cc([N+](=O)[O-])c1
    1	-1	16	1	-4	-2.1	2	-2.5	1
CC1=C(C(=O)N2CCCCCC2)C2(CCC(C)CC2)OC1=O (configuration not stated)
    2	-5	2	-2	2	-0.2	-7	-2.5	5
Cc1cccc(C)c1NC(=O)CN1C(=O)C(C)Oc2ccccc21 (configuration not stated)
    -1	0	0	0	2	-1.8	-6	-1.2	2
CCOC(=O)c1sc2c(c1C)c(=O)c(C(=O)OCC)cn2CC
    -5	15	21	-12	-5	0.1	-5	-2.9	1
Cc1ccccc1NC(=O)C1CCN(c2cc(-c3ccccc3)nc3ncnn23)CC1
    3	-14	31	-17	-2	-0.1	-8	-2.6	-5
CN(C)S(=O)(=O)c1cc(NC(=O)COC(=O)c2ccc3c(c2)OCO3)ccc1Cl
    0	-4	12	0	0	-1.8	-4	-3.9	-1
N#C/C(=N\Nc1ccc(Cl)cc1)C(=N)N1CCCCCC1
    8	5	18	-7	4	-2.1	8	-0.6	5
O=C(NCc1ccco1)c1cccc(S(=O)(=O)N2CCc3ccccc32)c1
    3	4	-7	-3	5	-1.8	-10	-4.2	7
COc1ccc(Br)cc1/C=N/NC(=O)c1cc(OC)c(OC)c(OC)c1
    6	-3	9	-3	5	-4.5	-28	-2.4	-7
Cc1nc2cc(-c3ccccc3)nn2c(C)c1CCC(=O)NC(C)c1ccc2c(c1)OCCO2 (configuration not stated)
    2	-4	-7	3	-6	-2.6	-36	-1.7	5
CC(=O)/C(=N/Nc1ccccc1)Sc1nnc(CCc2ccccc2)n1-c1ccccc1
    -4	3	1	-3	-2	-4.4	-12	-3.5	-3
O=C(NCc1ccccn1)C(=O)NCC(c1ccco1)N1CCOCC1 (configuration not stated)
    2	-7	-2	1	5	-2.1	-4	-1.6	3
COC(C(=O)Nc1ccnn1C1CCN(C(=O)c2cccc(F)c2)CC1)c1ccccc1 (configuration not stated)
    -2	5	7	-1	-2	-3.8	-21	-2.0	2
C=CCOC(=O)C(C#N)c1nc2ccccc2nc1N1CCN(Cc2ccccc2)CC1 (configuration not stated)
    6	-9	87	-12	12	0.2	-4	-3.4	-1
Cc1ccc2ncnc(Nc3ccc(C)c(C)c3)c2c1
    4	-3	-6	2	7	-3.7	-11	-3.6	4
Cc1ccc2c(c1)nnn2C1CCN(CC(=O)NNC(=O)c2ccco2)CC1
    2	12	27	-14	0	-4.6	-8	-2.6	-1
CC(C)(C)C(=O)COC(=O)c1c2c(nc3ccccc13)CCC2
    1	26	2	-4	-13	2.1	-28	1.1	2
O=C(CCc1nc(-c2ccc(Cl)cc2)no1)NCC1CCCO1 (configuration not stated)
    3	2	-13	6	-15	-0.6	-12	-0.2	0
Cc1ccc(-c2nnc(N3CCOCC3)c3ccccc23)cc1S(=O)(=O)NCc1cccnc1
    1	-1	17	-1	4	-1.3	-33	-3.0	-7
CCCCCCC1NC(C(=O)O)CS1 (configuration not stated)
    6	0	-7	-3	-8	-0.4	0	-0.8	0
COC(=O)c1ccc2c(c1)C(=O)/C(=C/c1ccc(O)cc1)O2
    55*	0	4	2	-2	-3.4	8	-3.0	-106
COc1cccc(C(=O)N(c2ccccc2)C2C=CS(=O)(=O)C2)c1 (configuration not stated)
    -3	1	-18	13	4	-1.9	-4	-2.6	3
CCN(CC)S(=O)(=O)c1ccc2[nH]cc(C(=O)NCCCN3CCCCC3)c(=O)c2c1
    2	6	3	-15	8	-2.1	10	-1.6	3
Cc1cc(SCC(=O)Nc2cccc(S(=O)(=O)NC3=NCCCCC3)c2)c(C)cc1Br
    0	-5	-2	-5	-3	-3.3	-32	-4.6	0
COc1cc(OC)c(C(=O)N2CCN(c3ccccn3)CC2)cc1OC
    -1	4	-13	7	2	-1.5	-10	-2.0	-2
CCOC(=O)c1[nH]c2c(c1-c1ccccc1)C(=O)CC(c1ccccc1)C2 (configuration not stated)
    1	8	-5	-6	-1	-4.0	-15	-3.4	5
Cc1cccc(NC(=O)NNC(=O)c2ccc3ccccc3c2)c1
    nt	5	18	-11	2	-5.1	-15	-2.4	2

Rows are unselected; 3.6% or so of the library scored in one or more.
